Screens as filed in PubChem.
PriA SSB inh – blocks PriA binding to SSB C-terminal tail; 430,000 compounds, 0.6% hits; AlphaScreen SSBct-PriA binding, biotinylated peptide; inhibition, % at 33 µM; AID 1272365; in the data active = inhibition mostly above about 37%, no sharp cut-off; inactive = mostly below about 20%;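 note: plate controls were negative control peptide for no effect and reference peptide for full effect; strong numbers were not always called active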
TcdB inh – blocks C. difficile toxin B glycohydrolase activity | P18177 | TcdB glycohydrolase enzymatic assay, plate reader | inhibition, % at 9.99 µM | 350,000 compounds, 0.24% hits; in the data active = inhibition above about 10%
MazF activator – activators of E. coli MazEF toxin-antitoxin RNase. P0AE70. FAM/BHQ RNA-DNA oligo cleavage fluorescence, 5 h. activation, % at 20 µM. 350,000 compounds, 0.32% hits; in the data active = activation above about 50%
Target sequence (P0AE70 whole entry, looked up): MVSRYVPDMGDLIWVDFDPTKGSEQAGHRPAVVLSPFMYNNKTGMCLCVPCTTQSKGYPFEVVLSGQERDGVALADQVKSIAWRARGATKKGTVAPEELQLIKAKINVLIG
3CLpro inhibitor – SARS-CoV 3CLpro protease inhibition. recombinant SARS-CoV 3CLpro, quenched FRET peptide cleavage. AID 1706. P0C6X7. 290,000 compounds, 0.14% hits. inhibition, % at 6 µM; in the data active = inhibition above about 12%
Vc quorum ag – inducers of Vibrio cholerae quorum light production without autoinducers; V. cholerae BH1578 lux reporter, luminescence, 6 h; 350,000 compounds, 0.16% hits; activation, % at 18.7 µM; in the data active = activation mostly above about 9.7%, no sharp cut-off; note: not every result past the cut was called active; inactives centre near 0; reference of the scale not given here
PfHsp40 rescue – rescue of PfHsp40-mediated yeast toxicity; S. cerevisiae expressing PfHsp40, growth rescue, ATP luminescence; growth rescue, % at 12.5 µM; 340,000 compounds, 0.68% hits; AID 504582; in the data active = growth rescue above about 28%, passing the limit was not always enough;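 note: yeast W303a lacking pdr1 and pdr3 grown in galactose medium; growth measured after three days at 30 °C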
Yp Topo-I inh – inhibitors of Yersinia pestis topoisomerase I. Y. pestis Topo-I cleavage product accumulation, plate reader. activity, % at 10 µM. 360,000 compounds, 0.064% hits; in the data active = activity above about 50%, passing the limit was not always enough; note: inactives centre near 2
Anthrax LF inh2 – blocks Bacillus anthracis lethal factor protease. 360,000 compounds, 0.12% hits. inhibition, % at 10 µM. P15917. multiplex microsphere protease cleavage assay, LF; in the data active = inhibition above about 30%; note: plate controls were buffer without enzyme for full effect and enzyme alone for no effect
DUSP3 inh – DUSP3 (human) phosphatase inhibition; AID 1654; 290,000 compounds, 0.52% hits; recombinant VHR phosphatase, pNPP absorbance; inhibition, % at 13.3 µM; in the data active = inhibition above about 50%; note: some compounds called inactive have numbers as strong as hits
Target sequence (P51452 whole entry, looked up): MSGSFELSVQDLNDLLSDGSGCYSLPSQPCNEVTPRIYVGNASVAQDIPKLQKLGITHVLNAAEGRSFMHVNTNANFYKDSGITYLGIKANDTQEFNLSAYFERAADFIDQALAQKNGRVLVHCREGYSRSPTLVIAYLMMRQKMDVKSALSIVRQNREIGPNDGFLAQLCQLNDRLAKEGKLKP
Rv3671c protease – Rv3671c (M. tuberculosis) protease inhibition. P9WHR9. inhibition, % at 5.96 µM. 320,000 compounds, 0.048% hits. AID 2606; in the data active = inhibition above about 38%;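 note: extracellular domain of Rv3671c used as enzyme; 0% = enzyme with DMSO and 100% = no enzyme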
Target sequence (P9WHR9 whole entry, looked up, the tested form may be a part): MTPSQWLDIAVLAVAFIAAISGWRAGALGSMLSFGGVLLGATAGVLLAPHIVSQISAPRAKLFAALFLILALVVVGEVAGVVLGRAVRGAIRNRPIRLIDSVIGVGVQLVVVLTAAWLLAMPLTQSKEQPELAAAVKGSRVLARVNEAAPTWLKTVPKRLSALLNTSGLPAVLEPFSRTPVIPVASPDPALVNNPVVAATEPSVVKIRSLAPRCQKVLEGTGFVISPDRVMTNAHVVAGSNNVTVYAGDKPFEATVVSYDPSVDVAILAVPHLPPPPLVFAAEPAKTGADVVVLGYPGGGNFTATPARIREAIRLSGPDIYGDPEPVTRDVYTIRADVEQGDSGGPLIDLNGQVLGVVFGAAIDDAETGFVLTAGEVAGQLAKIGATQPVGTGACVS
Active calls of the source: *; i = inactive; . = not tested or not shown; + = active, no number; & = joins results of further samples. Only part of the results is shown, so the mix of outcomes need not match the whole.

(1) Cc1c2cnn(CC(=O)NCCN3CCOCC3)c(=O)c2c(C)n1Cc1ccc(F)cc1
(2) CS(=O)(=O)N(CC(=O)Nc1cccc(F)c1)Cc1ccccc1
(3) Nc1nc2ccc(NC(=O)c3ccco3)cc2s1
(4) Cc1ccc(Cn2ccsc2=NC(=O)COC(=O)C(C)C)cc1
(5) COc1cc2cc(Oc3ccc4ccc(=O)oc4c3)c(=O)oc2cc1O[C@@H]1O[C@H](CO)[C@@H](O)[C@H](O)[C@H]1O
(6) Cc1ccc(S(=O)(=O)Nc2ccccc2C(=O)N2CCCC2)cc1
(7) COc1ccc(C(=O)c2c(NC(C)=O)sc3c2CCN(C(=O)OC(C)(C)C)C3)cc1
(8) O=C(NC1CCCCC1)[C@H](O)[C@@H](O)C(=O)NC1CCCCC1
(9) O=C(CCOc1ccccc1)Nc1ccnn1C1CCN(Cc2ccc(O)cc2)CC1
(10) COc1ccc2c(c1)cc(C)c1nnc(SCC(=O)N3CCN(C(=O)c4ccco4)CC3)n12

Compound	1	2	3	4	5	6	7	8	9	10
PriA SSB inh	-2	3	-3	-8	-1	-7	19	-17	5	-14
TcdB inh	0.3	0.6	0.7	0.4	.	5.6	-0.4	.	0.6	.
MazF activator	0	2	9	-4	4	-5	0	-2	2	0
3CLpro inhibitor	4	-2	-3	3	.	-3	-3	0	-2	.
Vc quorum ag	1.2	i	-0.5	i	0.0	-0.7	i	i	0.3	.
PfHsp40 rescue	0.0	-0.9	-0.3	7.5	2.0	-1.7	0.3	-0.1	0.0	.
Yp Topo-I inh	-4	13	-9	20	5	-11	30	-1	1	.
Anthrax LF inh2	-12	-2	-2	-2	6	4	-5	-4	0	.
DUSP3 inh	2	-11	7	5	.	6	-11	29	-6	9
Rv3671c protease	-1	-3	-3	-4	0	2	4	9	-9	0

(11) Cc1ccc(F)c(S(=O)(=O)NC(=O)C2(C)CCN2C(=O)c2ccccc2)c1 (stereo unspecified)
(12) COc1ccc(NC(=S)NCCN2CCC(C)CC2)cc1Cl
(13) COc1ccc2c(c1)c1ncn(CCc3ccccc3)c(=O)c1n2C
(14) COc1cc2c(cc1OC)CN(C(=O)c1ccc(OC)c([N+](=O)[O-])c1)CC2
(15) OC(COCCOc1ccc(Br)cc1)CN1CCN(Cc2ccccc2)CC1 (stereo unspecified)
(16) Cc1oc2cc3oc(=O)c(CC(=O)NCCCC(=O)O)c(C)c3cc2c1C
(17) COc1ccccc1CN1CC(C(=O)NCc2ncccc2C)CCC1=O (stereo unspecified)
(18) CN(C)S(=O)(=O)c1ccc(NC(=O)COC(=O)c2n[nH]c3ccccc23)cc1
(19) O=C(CC12CC3CC(CC(C3)C1)C2)Nc1ccccc1N1CCOCC1
(20) CC1C(=O)N2CCCc3cc(NC(=O)C(=O)NCc4cccnc4)cc1c32 (stereo unspecified)

Compound	11	12	13	14	15	16	17	18	19	20
PriA SSB inh	.	-7	-14	-18	-3	-7	4	-10	-2	-14
TcdB inh	0.0	8.7	.	0.2	.	1.3	-1.7	.	1.5	3.0
MazF activator	.	-4	2	3	3	9	-1	2	-44	8
3CLpro inhibitor	.	1	4	2	1	-4	-1	0	1	.
Vc quorum ag	0.6	0.4	0.4	-0.5	-0.3	i	i	i	-0.3	-0.2
PfHsp40 rescue	.	-2.2	-1.2	-1.3	0.3	-0.5	-1.9	1.0	-0.1	0.9
Yp Topo-I inh	-1	-5	-2	2	15	2	12	2	12	-1
Anthrax LF inh2	-2	-3	-2	1	-2	-16	0	2	-7	.
DUSP3 inh	.	49	47	4	-5	11	14	-3	9	.
Rv3671c protease	.	-3	-19	5	13	-6	2	-24	-12	2

(21) Cc1cc(-c2ccccc2)c2c3c(c(-c4ccccc4)n2n1)c(=O)n(C)c(=O)n3C
(22) O=S(CC(O)(c1ccccc1)c1ccccc1)CC(O)(c1ccccc1)c1ccccc1
(23) CCc1cc2c(C)cc(C)cc2nc1SCC(=O)Nc1cc(C)on1
(24) COC(=O)C[C@H]1C[C@H]2c3cc(NC(=O)Nc4ccc(F)cc4)ccc3O[C@H]2[C@@H](CO)O1
(25) S=c1[nH]nc(CSCCOc2ccc(Cl)cc2Cl)o1
(26) CSCC[C@H](NS(=O)(=O)c1ccc(C)cc1)C(=O)N1CCC(C(=O)N[C@@H](Cc2ccccc2)C(=O)O)CC1
(27) O=C(O)C1CCCN1S(=O)(=O)c1ccccc1 (stereo unspecified)
(28) C[C@H]1CN([C@@H](C)CO)C(=O)c2cc(NS(=O)(=O)c3ccc(F)cc3)ccc2O[C@H]1CN(C)S(=O)(=O)c1cn(C)cn1
(29) COCCC1CCCCN1C(=O)c1cc(COc2ccc(C)nc2)on1 (stereo unspecified)
(30) CSc1nc(-c2ccccc2)cn1-c1ccc(NC(C)=O)cc1

Compound	21	22	23	24	25	26	27	28	29	30
PriA SSB inh	-2	.	8	.	6	-8	-3	-2	-7	13
TcdB inh	.	1.8	-6.3	-0.3&-1.4	-1.6	-0.4	.	6.5	2.1	0.1
MazF activator	+	-7	10	5	-1	-3	-5	-4	-12	2
3CLpro inhibitor	-4	.	-3	.	0	1	-4	.	-5	4
Vc quorum ag	-6.5	-1.3	-1.0	-0.2	-0.2	-0.4	i	i	0.0	-0.2
PfHsp40 rescue	-1.4	.	-0.1	.	1.9	-2.1	-0.6	-0.4	-0.5	1.1
Yp Topo-I inh	1	27	3	8	-6	-4	-8	16	14	6
Anthrax LF inh2	-5	1	-6	4	-10	0	0	-15	-1	-2
DUSP3 inh	5	.	31	.	10	20	-20	.	21	-8
Rv3671c protease	3	.	-2	.	5	-6	10	1	-6	1

(31) Cc1cc(NC(=O)CSc2nc3c(c(-c4cccnc4)c2C#N)CCC3)no1
(32) O=[N+]([O-])c1ccc(N2CCCCC2)cc1
(33) Cc1ccccc1OC/C(O)=C(\C#N)c1nc2ccccc2[nH]1
(34) O=C(Nc1cc2c(oc1=O)CCCC2=O)c1cccc(Cl)c1
(35) CCOC(=O)N1CCN(C(=O)C2CCCN(c3nc4ccc(OCC)cc4s3)C2)CC1 (stereo unspecified)
(36) Cn1nc(CC(=O)Nc2ccc3c(c2)OCCO3)c2ccccc2c1=O
(37) Cc1nn(CC(=O)Nc2ccc(Cl)cc2)c(=O)c2cc(-c3ccccc3)nn12
(38) CCOC(=O)c1ccccc1NC(=O)CSc1nc(N)cc(=O)[nH]1
(39) CC(C)N(C(=O)Nc1ccc2nccnc2c1)C(C)C
(40) Cc1cnc2cc(Cl)c(Cl)cc2n1

Compound	31	32	33	34	35	36	37	38	39	40
PriA SSB inh	2	-4	.	4	8	-8	5	-1	79*	-15
TcdB inh	.	0.2	-0.4	.	2.0	.	1.1	-0.3	.	.
MazF activator	4	7	2	6	5	2	-14	3	3	0
3CLpro inhibitor	0	1	-3	1	2	-1	0	3	-10	3
Vc quorum ag	i	-0.4	-5.9	i	-0.1	-5.3	-0.3	-0.5	-0.5	-0.3
PfHsp40 rescue	0.4	-0.3	0.3	-1.3	0.3	-0.2	1.2	-1.0	0.4	0.2
Yp Topo-I inh	-9	-6	1	5	25	-2	0	-6	-4	-4
Anthrax LF inh2	2	.	-7	-4	8	-1	0	-5	-5	9
DUSP3 inh	29	-8	-4	27	41	2	22	3	18	-5
Rv3671c protease	5	5	4	0	1	-4	7	9	-4	-4

Continued (two carried over from the part before).
(39) CC(C)N(C(=O)Nc1ccc2nccnc2c1)C(C)C
(40) Cc1cnc2cc(Cl)c(Cl)cc2n1
(41) CCCc1cc(C(=O)Nc2cccc3ccccc23)n(C)n1
(42) c1ccc(CCCCc2ccncc2)cc1
(43) CCCCNC(=O)[C@H](CSCc1ccccc1)N1Cc2ccccc2C1=O
(44) Cc1ccc(C)c(Cn2nnc3c(=O)[nH]c(C(=O)NCC4CCCO4)nc32)c1 (stereo unspecified)
(45) O=S(=O)(c1ccc2ccccc2c1)N1CCCOC1
(46) CC[C@H](C)[C@@H]1NC(=O)[C@H]([C@@H](C)CC)NC(=O)[C@@H](CC(C)C)NC(=O)[C@H](Cc2ccccc2)NC(=O)[C@H](Cc2ccccc2)NC(=O)[C@@H]2CCCN2C(=O)[C@@H]2CCCN2C(=O)[C@H](C(C)C)NC(=O)[C@H](CC(C)C)NC1=O
(47) CCOc1ccc(CNc2ccc(S(N)(=O)=O)cc2)cc1
(48) CCOc1ccc(Nc2ncnc3c2cnn3Cc2ccccc2)cc1
(49) CC(C)N(Cc1ccccc1)S(=O)(=O)c1ccc(-n2cccn2)cc1
(50) COc1cc(C(=O)N(Cc2ccco2)Cc2cc3ccccc3[nH]c2=O)cc(OC)c1OC

Compound	39	40	41	42	43	44	45	46	47	48	49	50
PriA SSB inh	79*	-15	0	-8	-1	-6	5	0	-3	-1	.	-4
TcdB inh	.	.	0.8	1.7	0.2	.	.	3.2	-0.1	1.1	1.8	.
MazF activator	3	0	9	2	-4	-9	9	4	-4	4	1	0
3CLpro inhibitor	-10	3	2	.	2	-1	-4	.	1	6	.	3
Vc quorum ag	-0.5	-0.3	i	i	-0.3	i	-0.4	0.5	-0.2	-3.3	i	i
PfHsp40 rescue	0.4	0.2	-0.9	-1.2	2.4	0.4	-1.2	-0.2	-1.5	3.9	.	0.5
Yp Topo-I inh	-4	-4	-13	-1	19	-5	10	6	0	5	20	5
Anthrax LF inh2	-5	9	-5	-6	2	-2	-14	7	-1	-3	-2	-1
DUSP3 inh	18	-5	12	.	-7	18	14	.	25	9	.	-12
Rv3671c protease	-4	-4	4	.	-5	-7	4	-2	-2	3	.	-2

(51) COc1ccc(CCNC(=O)c2c(-c3ccccc3)noc2C)cc1OC
(52) CN(C)CCNC(=O)c1ccc(CS(=O)(=O)c2c(Cl)cccc2Cl)o1
(53) CC(=O)Oc1cccc(Nc2ncnc3ccccc23)c1
(54) O=C(Nc1nnc([C@@H]2C[C@H](O)[C@@H](CO)O2)s1)NC1CCCCC1

Compound	51	52	53	54
PriA SSB inh	-12	0	-2	.
TcdB inh	-1.9	1.8	1.1	-0.1
MazF activator	2	12	13	.
3CLpro inhibitor	4	0	1	.
Vc quorum ag	-3.6	i	-0.6	-1.3
PfHsp40 rescue	3.7	-0.7	-0.8	.
Yp Topo-I inh	1	-12	5	8
Anthrax LF inh2	3	-2	-7	-5
DUSP3 inh	6	21	-12	.
Rv3671c protease	7	-1	6	.

In the list so far, 6 contain an NH in an aromatic ring.
(18) CN(C)S(=O)(=O)c1ccc(NC(=O)COC(=O)c2n[nH]c3ccccc23)cc1
(25) S=c1[nH]nc(CSCCOc2ccc(Cl)cc2Cl)o1
(33) Cc1ccccc1OC/C(O)=C(\C#N)c1nc2ccccc2[nH]1
(38) CCOC(=O)c1ccccc1NC(=O)CSc1nc(N)cc(=O)[nH]1
(44) Cc1ccc(C)c(Cn2nnc3c(=O)[nH]c(C(=O)NCC4CCCO4)nc32)c1 (stereo unspecified)
(50) COc1cc(C(=O)N(Cc2ccco2)Cc2cc3ccccc3[nH]c2=O)cc(OC)c1OC

Compound	18	25	33	38	44	50
PriA SSB inh	-10	6	.	-1	-6	-4
TcdB inh	.	-1.6	-0.4	-0.3	.	.
MazF activator	2	-1	2	3	-9	0
3CLpro inhibitor	0	0	-3	3	-1	3
Vc quorum ag	i	-0.2	-5.9	-0.5	i	i
PfHsp40 rescue	1.0	1.9	0.3	-1.0	0.4	0.5
Yp Topo-I inh	2	-6	1	-6	-5	5
Anthrax LF inh2	2	-10	-7	-5	-2	-1
DUSP3 inh	-3	10	-4	3	18	-12
Rv3671c protease	-24	5	4	9	-7	-2
